# Screening data (PubChem BioAssay)
# PGC1a acetyl inh: PGC1a acetylation modulation, inhibitor mode. U2OS PGC1a acetylation, AlphaScreen anti-acetyl-lysine; with virally co-expressed GCN5 acetyltransferase. inhibition, % at 15.6 µM. 350,000 tested, 0.17% active. AID 651687;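 active = every replicate shows inhibition of at least 40%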;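 note: 0% = neutral control wells and 100% = positive control wells; some results beyond the cut were filed as inactive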
# Cneo AK release: Cryptococcus neoformans lysis via adenylate kinase release; C. neoformans lysis, adenylate kinase release luminescence, 4 h; normalised: neutral wells 0, clomiphene wells 100; lysis activity, % at 15 µM; 360,000 tested, 0.2% active;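 active = mean lysis activity across replicates of at least 80%, whatever share of replicates individually reach that level; inactive = mean lysis activity below 80%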
#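 Material – log-phase Cryptococcus neoformans yeast cells · Input – 5 × 10^6 yeast cells/mL · Medium – fresh YPD growth medium · Doses – single compound concentration per well · Timing – static 4 h at 37 °C with compound, 1 h detection · Detection – adenylate kinase release luminescence · Read-out – signal increase indicating cell lysis · Control set – Clomiphene as positive lysis control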
# miR-122 sensor: miR-122 inhibition in Huh7 cells | Huh7 miR-122 Renilla luciferase sensor, 48 h; neutral wells = 0, positive control = 100 | activation (reporter increase), % at 12.5 µM | 340,000 tested, 0.3% active | AID 602342;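 active = mean replicate activation score at least 90 and every replicate individually at or above 90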;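 note: higher luciferase means less miR-122 activity so hits act as miR-122 inhibitors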
# PglD inh: blocks C. jejuni PglD acetyltransferase activity; 360,000 tested, 0.098% active; inhibition, % at 12.5 µM; purified PglD enzyme, DTNB colorimetric CoA detection; in the data active = inhibition above about 16%, passing the limit was not always enough; note: strong numbers were not always called active
# C2C12 statin: suppressors of simvastatin-induced myotoxicity in C2C12 myotubes | ATP luminescence, 48 h; scaled: DMSO 0, geranylgeraniol control 100 | 330,000 tested, 0.78% active | AID 602340 | rescue of ATP level, % at 7.49 µM;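 active = mean ATP rescue above about 67%, or every replicate alone reaching that limit, limit read from the data, passing the limit was not always enough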;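 note: myotubes were challenged with 10 µM simvastatin during compound exposure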
# CFTR F508del cor: CFTR F508del correction in bronchial cells. CFBE cells, YFP halide quenching; stimulated with forskolin plus potentiator P3; % fluorescence drop versus neutral controls. 350,000 tested, 0.36% active. AID 720511. activity (quench increase), % at 7.58 µM;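 active = mean added fluorescence quench of at least 8% versus neutral control, with both replicates also reaching 8%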;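 note: cells transiently co-express mutant CFTR-F508del with the halide-sensitive YFP; corrector assay measuring rescue of mutant channel to the surface after 24 h compound exposure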
# INS-1E GSIS act: primary screen for activators of insulin secretion dependent on glucose, INS-1E cells, GLuc reporter luminescence; 370,000 tested, 0.61% active; INS-1E GLuc reporter insulin secretion, 2-3 h; activation, % at 16.6 µM; AID 743287;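 active = lowest replicate activation of at least 40%, so every replicate reaches that level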;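 note: 0% = median of neutral control wells and 100% = median of IBMX positive control wells; some compounds called inactive have numbers as strong as hits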
# FN deposit inh: fibronectin deposition inhibition | AH1F fibroblasts, Alexa488-fibronectin deposition fluorescence, overnight | inhibition, % at 12.6 µM | 350,000 tested, 0.086% active;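 active = mean inhibition across replicates of 30% or more, regardless of how many single replicates reach that level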;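 note: positive control wells lacked labelled fibronectin entirely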
#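 Assay system: AH1F fibroblasts assembling fluorescent fibronectin matrix; Amount: 10000 AH1F cells per well; Buffer or medium: DMEM, 2% serum; Probe or stimulus: Alexa488-fibronectin, 24 nM final in well; Doses: single compound dose, delivered by pin transfer; Incubation: 1 h adhesion, overnight exposure; Measured by: fluorescence 485/525 nm; Read-out: fibronectin deposition inhibition.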
# * marks the source's active call; other numbers are inactive results; / = no result given; & = joins results of further samples; [ ] = another dose, or the depositor's remark. Rows are unselected (roughly 2.1% active in at least one column).
SMILES,PGC1a acetyl inh,Cneo AK release,miR-122 sensor,PglD inh,C2C12 statin,CFTR F508del cor,INS-1E GSIS act,FN deposit inh
COc1ccc(S(=O)(=O)N2CCCCN3[C@H](C2)[C@H](c2ccc(C4=CCCC4)cc2)[C@@H]3CO)cc1,0.0,-3.7,0.0[16.7 µM],-0.2,6.3,0.9,-2.3,/
Cc1cc(C)nc(N(C#N)Cc2cccc3ccccc23)n1,-4.2,2.7,4.4,-4.4,1.3,/,/,-0.6
COC(=O)[C@H]1C[C@@H]1[C@H](NS(=O)(=O)c1ccccc1)c1ccccc1,/,2.5,/,-4.4,-11.3,0.4,9.2,-16.4
Cn1nc(N2CCN(S(=O)(=O)c3ccccc3)CC2)c(=O)n(C)c1=O,0.7,-0.5,-5.6,5.5,-10.5,-6.2,/,6.6
Cc1c(CCC(=O)NCC(=O)O)c(=O)oc2cc3occ(-c4ccccc4)c3cc12,-7.0,0.8,-4.0,/,11.4,4.2,15.8,-4.2
CCOC(=O)c1c(C)[nH]c(C)c1C(=O)CN1C(=O)NC2(CCC(C)CC2)C1=O (stereo not given),0.1,0.9,-7.9,-5.9,-9.7,/,/,/
CC(=O)c1ccc(-c2ccc([C@H]3[C@H]4C=CC[C@@H](C)[C@@H]4C(=O)N3Cc3ccccc3)c(F)c2)cc1,-2.3,-4.1,3.4,0.6,5.8,-5.6,-16.6,-10.6
COc1ccc(NC(=O)N(C)C[C@H]2OCc3ccccc3-c3c(n(C)c4ccccc34)C(=O)N([C@@H](C)CO)C[C@@H]2C)cc1,-0.7,-2.3,/,2.1,/,-0.7,-12.0,8.6
Cc1ccc(C)c(N2N=C(C(=O)Nc3ccccc3N3CCCC3)CCC2=O)c1,/,1.5,/,3.9,7.3,0.0,2.4,1.8
NS(=O)(=O)c1cccc(NC(=O)CSc2nc3ccc(Cl)cc3[nH]2)c1,-2.0,4.0,5.9,-5.7,11.5,4.2,14.0,7.8
O=C(C[C@H]1CC[C@@H]2[C@H](COC[C@@H](O)CN2Cc2cccc(-c3ccncc3)c2)O1)N1CCCCC1,-9.6,1.4,1.4[16.7 µM],-2.8,20.4,-2.5,2.5,-6.5
CCc1ccc2[nH]c(=O)c(CN(Cc3ccccc3)Cc3nnnn3Cc3ccco3)cc2c1,6.5,-0.1,-7.5,-4.8,28.1,/,/,/
Cc1cccc(-c2cccc(NC(=O)C3CCCN(C(=O)c4ocnc4C)C3)c2)c1 (stereo not given),-2.3,0.1,-7.3,-1.9,/,0.3,-54.9,0.3
O=C(c1ccc(F)cc1)N1CCCCN2[C@H](CO)[C@H](c3ccc(-c4ccccc4)cc3)[C@H]2C1,-14.9,2.0,-6.8[16.7 µM],1.3,/,0.3,-23.6,/
Cc1nc(NCc2ccco2)c2cn[nH]c2n1,1.6,1.4,-1.1,-2.0,95.3*,-0.4,-5.4,3.8
COc1cc(OC)cc(C(=O)NC(=S)N(Cc2ccccc2)C(C)C)c1,0.8,0.6,-2.8,1.8,-5.0,1.8,36.6,13.8
CC1CCCCN1c1nnc(NC(=O)c2cc(-c3ccc(Br)cc3)on2)s1 (stereo not given),-6.5,4.8,0.6,7.6,-8.0,1.3,/,0.2
COc1ccc2cc(S(=O)(=O)N3CCCC(C)C3)ccc2c1 (stereo not given),/,-2.3,/,2.2,-35.8,-0.6,-9.0,-9.6
COc1ccc(OCC(O)CNS(=O)(=O)c2cccs2)cc1 (stereo not given),16.0,-2.2,0.6,-6.6,11.9,0.6,7.7,5.0
COc1ccc(NC(=O)Nc2ccc3c(c2)C(=O)N([C@@H](C)CO)C[C@H](C)[C@@H](CN(C)Cc2ccc(C(F)(F)F)cc2)O3)cc1,-6.2,-4.0,-1.9[16.7 µM],-1.7,0.5,-1.5,9.3,/
O=c1cc(CN2CCCC2)c2c(ccc3ccccc32)o1,5.8,-1.3,11.8,4.7,-5.7,0.8,14.5,-1.1
CCN(CC(=O)N1CCCCC1)S(=O)(=O)c1ccccc1,1.5,-0.9,3.2,0.7,/,1.3,7.5,5.1
C[C@H]1CN([C@@H](C)CO)C(=O)Cc2cc(NS(=O)(=O)c3ccc(Cl)cc3)ccc2O[C@H]1CN(C)S(=O)(=O)c1cccs1,1.8,-0.5,2.3[16.7 µM],-2.5,12.9,-0.7,9.5,/
O=C(O)C1C2C=CC(C2)C1C(=O)Nc1ccc(Cl)c(Cl)c1 (stereo not given),15.5,-2.1,3.9,3.0,-6.0,-1.5,-5.1,5.6
O=C(NCCc1c[nH]c2ccccc12)/C(=C/c1cccnc1)NC(=O)c1ccccc1,-3.7,/,/,/,/,-6.2,8.3,13.9
COC(=O)N/N=C\c1ccc(-c2cc(Cl)c(Cl)cc2Cl)o1,2.2,3.7,17.1,-4.5,-17.9,/,3.8,1.1
COc1ccc2oc(=O)c(-c3ccccc3C(=O)N3CCOCC3)cc2c1,-7.6,-0.4,-2.9,-5.1,-6.1,/,3.8,1.6
COc1cc2c(cc1OC)CN(CC(=O)Nc1ccc(C)cc1)CC2,-7.0,-1.1,-0.8,-0.9,41.9,0.0,-8.4,/
CCOC(=O)CNC(=O)N1CCCC(C(=O)c2cc(C)c(OC)c(C)c2)C1 (stereo not given),/,-0.6,/,-4.0,1.2,0.4,4.3,-4.2
CCC(=O)N1N=C(c2cccs2)CC1c1ccc(C)cc1 (stereo not given),0.1,-2.3,-7.0,2.7,7.7,0.1,-28.4,-4.4
CCOC(=O)C1CCN(C(=O)CN(c2cc(Cl)ccc2OC)S(=O)(=O)c2ccccc2)CC1,/,3.0,2.1,-4.1,-2.6,1.0,-7.6,/
C=C(C)C(=O)N1CC2(CC(c3cccc(NC(=O)CC)c3)=NO2)C[C@H]1C(N)=O (stereo not given in full),-5.6,-3.5,-0.6,-3.0,11.8,/,/,/
O=C(CNCc1ccco1)Nc1cc(S(=O)(=O)N2CCOCC2)ccc1N1CCOCC1,10.5,3.0,/,-4.0,4.0,-1.6,25.2,-0.1
Cc1noc(C)c1NC(=O)Nc1cccc2c1O[C@@H](CN(C)C(=O)NC(C)C)[C@H](C)CN([C@@H](C)CO)C2=O,-1.5,2.8,8.2[16.7 µM],0.8,-10.2,3.6,11.8,/
CC(C)NC(=O)N1[C@H](CO)[C@@H]2c3ccccc3NC[C@@H]21,-10.5,-2.1,7.1[16.7 µM],6.8,-48.3,1.8,-7.9,-7.9
C[C@@H]1CN([C@H](C)CO)C(=O)Cc2cc(NC(=O)Cc3ccccc3)ccc2O[C@@H]1CN(C)CC1CCCCC1,/,-17.0,-10.0[16.7 µM],0.2,8.3,-2.0,-8.2,/

# Sorted by molar mass (falling): 4 of the compounds above.
SMILES,PGC1a acetyl inh,Cneo AK release,miR-122 sensor,PglD inh,C2C12 statin,CFTR F508del cor,INS-1E GSIS act,FN deposit inh
Cc1noc(C)c1NC(=O)Nc1cccc2c1O[C@@H](CN(C)C(=O)NC(C)C)[C@H](C)CN([C@@H](C)CO)C2=O,-1.5,2.8,8.2[16.7 µM],0.8,-10.2,3.6,11.8,/
COC(=O)N/N=C\c1ccc(-c2cc(Cl)c(Cl)cc2Cl)o1,2.2,3.7,17.1,-4.5,-17.9,/,3.8,1.1
COc1cc2c(cc1OC)CN(CC(=O)Nc1ccc(C)cc1)CC2,-7.0,-1.1,-0.8,-0.9,41.9,0.0,-8.4,/
CCC(=O)N1N=C(c2cccs2)CC1c1ccc(C)cc1 (stereo not given),0.1,-2.3,-7.0,2.7,7.7,0.1,-28.4,-4.4

# The listing picks up, repeating the two entries before the break.
SMILES,PGC1a acetyl inh,Cneo AK release,miR-122 sensor,PglD inh,C2C12 statin,CFTR F508del cor,INS-1E GSIS act,FN deposit inh
CC(C)NC(=O)N1[C@H](CO)[C@@H]2c3ccccc3NC[C@@H]21,-10.5,-2.1,7.1[16.7 µM],6.8,-48.3,1.8,-7.9,-7.9
C[C@@H]1CN([C@H](C)CO)C(=O)Cc2cc(NC(=O)Cc3ccccc3)ccc2O[C@@H]1CN(C)CC1CCCCC1,/,-17.0,-10.0[16.7 µM],0.2,8.3,-2.0,-8.2,/
O=C(Cn1c(=O)oc2ccccc21)N1CCCCC1,7.4,-0.1,-6.4,-2.1,-38.0,/,/,/
COc1ccc(-c2nsc3c(N4CCCCC4)ncnc23)cc1,6.4,/,-0.2,/,-19.3,/,/,-2.7
O=S(=O)(NC1CCCC1)c1cccc(-c2nnc(-c3ccccc3)o2)c1,2.9,3.8,/,-1.9,7.8,/,/,/
N#Cc1cccc(-c2ccc(C3[C@H]4CNC[C@@H]3N4S(=O)(=O)c3ccc(-c4ccccc4)cc3)cc2)c1 (stereo not given in full),-0.8&5.8,/,/,/,/,-2.3&1.4,-1.4&10.7,3.4&9.1
CN(C)CCNc1nc(-c2ccccc2)nnc1C(F)(F)F,9.0,0.5,-0.5,-0.1,-17.3,/,/,/
COc1cccc(C(=O)Nc2ccc3c(c2)C(=O)N(C)[C@H]2CC[C@@H](CC(=O)NCC(F)(F)F)O[C@H]2CO3)c1,-5.3,51.0,55.0[16.7 µM],-1.4,-26.7,-0.1,-4.9,0.9
COc1cccc(OCC(O)CN2CCN(CCO)CC2)c1 (stereo not given),0.1,1.6,-9.2,1.5,/,/,20.1,/
CNC(=O)CSc1nnc(-c2ccco2)n1-c1cc(C)ccc1C,/,0.0,-3.2,-1.2,2.0,1.1,11.6,-4.4
C[C@H](CO)N1C[C@H](C)[C@@H](CN(C)S(=O)(=O)c2cn(C)cn2)OCCCC[C@H](C)Oc2ccc(NC(=O)Nc3ccc(C(F)(F)F)cc3)cc2C1=O,-11.7,-1.1,-11.8[16.7 µM],-0.7,-9.3,4.3,-0.8,/
O=C(Nc1ccc(F)cc1)C1CCN(S(=O)(=O)c2ccc3[nH]c(=O)oc3c2)CC1,-25.5,14.0,7.2,1.1,-16.3,2.7,2.5,12.9
CSCC(=O)N1CCCC(N2CCN(c3cccc(C(F)(F)F)c3)CC2)C1 (stereo not given),34.3,2.9,0.9,5.1,9.9,-0.9,-20.7,2.6
Cc1cccc(OCCC(=O)OCC(=O)N2c3ccccc3NC(=O)C2(C)C)c1,-3.9,13.0,-4.4,-1.2,-3.7,1.1,/,-3.2

# Among those listed so far, 2 contain an aryl thioether with sulfur outside any ring:
SMILES,PGC1a acetyl inh,Cneo AK release,miR-122 sensor,PglD inh,C2C12 statin,CFTR F508del cor,INS-1E GSIS act,FN deposit inh
NS(=O)(=O)c1cccc(NC(=O)CSc2nc3ccc(Cl)cc3[nH]2)c1,-2.0,4.0,5.9,-5.7,11.5,4.2,14.0,7.8
CNC(=O)CSc1nnc(-c2ccco2)n1-c1cc(C)ccc1C,/,0.0,-3.2,-1.2,2.0,1.1,11.6,-4.4
